# Rv3671c inh: inhibitors of M. tuberculosis serine protease Rv3671c; P9WHR9; inhibition, % at 5.96 µM; 320,000 compounds, 0.048% hits; AID 2606; in the data active means inhibition above about 38%;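 further: extracellular domain of Rv3671c used as enzyme; 0% = enzyme with DMSO and 100% = no enzyme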
# CCHF vOTU inh: CCHFV vOTU protease inhibition; Pep-AMC fluorescence; inhibition, % at 11.5 µM; 370,000 compounds, 0.55% hits; in the data active means inhibition above about 30%; further: 0% = vehicle wells with enzyme and 100% = no enzyme wells
# SARS 3CLpro inh: SARS-CoV 3CLpro protease inhibition. P0C6X7. recombinant SARS-CoV 3CLpro, quenched FRET peptide cleavage. inhibition, % at 6 µM. 290,000 compounds, 0.14% hits; in the data active means inhibition above about 12%
# BoNT A protease: BoNT A light chain protease inhibition; multiplex microsphere protease substrate cleavage, flow cytometry; inhibition, % at 10 µM; 360,000 compounds, 0.17% hits; further: plate controls were buffer without enzyme for full effect and enzyme alone for no effect
# Anthrax LF prot: blocks Bacillus anthracis lethal factor protease | inhibition, % at 10 µM | 360,000 compounds, 0.12% hits | P15917 | multiplex microsphere protease cleavage assay, LF; further: plate controls were buffer without enzyme for full effect and enzyme alone for no effect
# Target sequence (P15917 whole entry, looked up): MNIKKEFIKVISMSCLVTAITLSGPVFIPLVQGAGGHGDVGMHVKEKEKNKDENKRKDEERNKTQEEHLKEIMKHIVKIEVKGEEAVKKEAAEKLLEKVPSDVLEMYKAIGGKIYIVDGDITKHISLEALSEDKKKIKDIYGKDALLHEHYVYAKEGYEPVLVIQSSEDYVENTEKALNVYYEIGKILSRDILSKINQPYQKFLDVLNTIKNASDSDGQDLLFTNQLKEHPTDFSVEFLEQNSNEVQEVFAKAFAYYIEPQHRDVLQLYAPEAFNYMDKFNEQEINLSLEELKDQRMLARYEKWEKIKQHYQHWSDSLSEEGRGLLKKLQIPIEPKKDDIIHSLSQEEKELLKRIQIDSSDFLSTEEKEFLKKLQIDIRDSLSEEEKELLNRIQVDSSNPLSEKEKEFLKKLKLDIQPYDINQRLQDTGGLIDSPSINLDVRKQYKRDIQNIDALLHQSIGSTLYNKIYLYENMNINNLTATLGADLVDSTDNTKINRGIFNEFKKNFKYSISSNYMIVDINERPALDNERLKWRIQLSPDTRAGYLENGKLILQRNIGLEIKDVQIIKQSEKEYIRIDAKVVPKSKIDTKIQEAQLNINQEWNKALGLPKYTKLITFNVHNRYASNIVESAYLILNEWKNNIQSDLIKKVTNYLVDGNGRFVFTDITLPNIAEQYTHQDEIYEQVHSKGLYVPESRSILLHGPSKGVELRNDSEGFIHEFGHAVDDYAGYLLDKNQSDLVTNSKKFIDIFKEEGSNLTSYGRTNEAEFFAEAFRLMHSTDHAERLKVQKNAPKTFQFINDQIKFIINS
# PrPC surface inh: reduces human prion protein on the cell surface; inhibition, % at 13.8 µM; cell surface PrPC, TR-FRET read-out; 370,000 compounds, 0.43% hits; AID 720596; P04156; in the data active means inhibition above about 24%; further: 0% = median of the test wells and 100% = reference compound wells
# BoNT-F LC inh: inhibitors of Botulinum neurotoxin F light chain protease; Multiplex microsphere protease cleavage assay, flow cytometry; inhibition, % at 10 µM; 360,000 compounds, 0.22% hits; AID 588497; in the data active means inhibition above about 35%, passing the limit was not always enough; inconclusive means no clear call, values can overlap the other calls; further: plate controls were buffer without enzyme for full effect and enzyme alone for no effect
# DUSP3 inh: DUSP3 (human) phosphatase inhibition. 290,000 compounds, 0.52% hits. AID 1654. recombinant VHR phosphatase, pNPP absorbance. inhibition, % at 13.3 µM. P51452; in the data active means inhibition above about 50%; further: some compounds called inactive have numbers as strong as hits
# Target sequence (P51452 whole entry, looked up): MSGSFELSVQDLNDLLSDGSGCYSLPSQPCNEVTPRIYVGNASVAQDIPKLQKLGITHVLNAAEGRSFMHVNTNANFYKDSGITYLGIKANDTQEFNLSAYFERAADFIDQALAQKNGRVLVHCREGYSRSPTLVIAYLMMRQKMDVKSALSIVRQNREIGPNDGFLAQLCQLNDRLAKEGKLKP
# SSB-PriA inh: blocks PriA binding to SSB C-terminal tail; AlphaScreen SSBct-PriA binding, biotinylated peptide; inhibition, % at 33 µM; 430,000 compounds, 0.6% hits; AID 1272365; in the data active means inhibition mostly above about 37%, no sharp cut-off; inactive means mostly below about 20%;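 further: plate controls were negative control peptide for no effect and reference peptide for full effect; strong numbers were not always called active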
# MazF activator: MazEF (E. coli) toxin RNase activation | P0AE70 | FAM/BHQ RNA-DNA oligo cleavage fluorescence, 5 h | activation, % at 20 µM | 350,000 compounds, 0.32% hits | AID 504720; in the data active means activation above about 50%
# Target sequence (P0AE70 whole entry, looked up): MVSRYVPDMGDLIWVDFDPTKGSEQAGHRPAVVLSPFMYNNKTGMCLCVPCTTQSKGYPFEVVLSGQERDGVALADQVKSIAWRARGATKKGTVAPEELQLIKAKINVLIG
# * marks the source's active call; other numbers are inactive results; ? = inconclusive; · = not tested or not shown; & = joins results of further samples. Unless noted, no stated cut-off is given here; in the data, active means inhibition above about 30%; inconclusive means no clear call, values can overlap the other calls; inactive means below that. This is a subset, so the mix of outcomes need not match the whole.
# Under each structure: MazF activator, BoNT A protease, PrPC surface inh, BoNT-F LC inh, DUSP3 inh, SSB-PriA inh, SARS 3CLpro inh, Anthrax LF prot, Rv3671c inh, CCHF vOTU inh
1) COc1cc(CN(C)CCc2ccccc2)ccc1OCc1ccccc1
    -1, 5.1, 5, 24, 14, -22, 0, 0, 3, -4
2) C=CCOc1c(CNc2ncn[nH]2)cccc1OCC
    -5, -0.5, 3, -13, 18, -5, -2, -6, 5, 0
3) COc1ccc(/C=C(/C#N)S(=O)(=O)c2ccc(C)cc2)cc1
    -7, 0.2, 4, 2, 20, 3, 5, -4, 4, -3
4) CCOC(=O)[C@]12CCC=C1N(Cc1cccc3ccccc13)C(=O)[C@H](CC(=O)NCc1cccc3ccccc13)C2
    ·, -0.4, -1, -2, ·, ·, ·, 0, ·, 1
5) Cc1nc2sc(C(c3ccc(Cl)cc3)N3CC(C)OC(C)C3)c(O)n2n1 (centres undefined)
    3, 1.7, -4, 36*, 11, -8, -1, 1, 3, 2
6) C[C@@H]1CN([C@@H](C)CO)C(=O)c2cccc(NC(=O)Nc3ccccc3)c2O[C@H]1CN(C)C(=O)Nc1cccc2ccccc12
    5, 0.1, -1, 1, ·, 4, ·, -2, -9, -8
7) COc1ccc(NC(=O)C(C)N(c2ccc(C)cc2)S(C)(=O)=O)cc1 (centres undefined)
    7, -0.9, -3, -5, 12, 1, 1, -4, 4, -5
8) O=C(c1cccs1)N1CCN(S(=O)(=O)Cc2ccccc2)CC1
    6, -1.2, 3, -12, 22, -5, -2, -6, 13, -10
9) CC1CCCCN1C(=O)CN1CCC(c2nc3ccc(Cl)cc3[nH]2)CC1 (centres undefined)
    -5, 0.9, -9, -5, 8, 1, -1, -5, -3, -15
10) CCOC(=O)c1cc(N)cc([N+](=O)[O-])c1
    1, -0.8, -19, -8, -3, 14, 5, -2, 1, 6
11) O=C(N=C1N=C2C=CC=CN2Cc2ccccc21)c1ccc(S(=O)(=O)N2CCCC2)cc1
    -3, 0.0, 4, 1, 8, 7, 3, -2, -2, -5
12) CN(C(=O)CC1C(=O)NCCN1Cc1ccc(F)cc1Cl)C1CCCCC1 (centres undefined)
    -4, -4.2, -8, -8, 5, 7, 1, 5, -2, -8
13) Cc1cccnc1C(c1ccc(F)cc1)N(C)C(=O)C1CCN(CCOc2ccc(Cl)cc2Cl)CC1 (centres undefined)
    ·, -0.7, -6, -4, ·, ·, ·, -9, ·, 22
14) Cc1ccc2nc(-c3ccc(SCC(=O)Nc4nnc(C)s4)nc3)[nH]c2c1
    5, 0.6, 1, -2, -4, -3, -5, 2, -76, -20
15) Cc1ccoc1C(=O)NCCNC(=O)c1occc1C
    1, -2.4, -2, -8, ·, -3, ·, 0, 3, -5
16) Cc1ccc(S(=O)(=O)N2CCCCC2)cc1NC(=O)C1CCC1
    11, -0.6, 9, -7, ·, -16, ·, -1, -2, 6
17) COc1ccccc1C(OC(=O)c1cccs1)C(=O)NCC1CCCO1 (centres undefined)
    -2, -0.1, 4, -3, 20, -7, 3, -8, -8, -11
18) CC1(C)CC(Cc2nc(=S)[nH][nH]2)C(=O)O1 (centres undefined)
    11, 0.3, -8, -2, 12, -7, -5, -4, 0, 26
19) CC(C)Oc1cc(-n2c(=S)[nH]c3ccccc3c2=O)c(Cl)cc1Cl
    0, 0.0, -5, 1, 23, 0, 5, 0, -8, 8
20) O=C(O)C1C2C=CC(C2)C1C(=O)Nc1ccc(C(=O)N2CCCCC2)cc1 (centres undefined)
    10, -0.4, 4, -4, -20, -3, -2, -4, -3, -6
21) N#Cc1c(/N=C/c2ccco2)oc(-c2ccccc2)c1-c1ccccc1
    -5, -1.1, -8, -5, -5, ·, 3, -3, 2, 1
22) COCCNC(=O)C(c1ccc(C)cc1)N(C(=O)CCC(=O)Nc1ccccn1)c1ccc(C)cc1 (centres undefined)
    -6, -1.7, 1, -2, 2, 4, 2, -1, -4, 4
23) Cc1ccc2c(c1)CCCN2C(=O)c1c(C)noc1C
    7, 1.5, 5, 3, 2, -5, -1, -6, 7, 0
24) Cc1ccc(SC[C@H](C)CN2CCC(NC(=O)OCc3ccccc3)CCC2=O)cc1 (some centres undefined)
    ·, 0.1, -6, 6, ·, ·, ·, -3, ·, 15
25) O=C(NCCS(=O)(=O)N1CCN(c2ccccc2F)CC1)c1ccco1
    -5, 2.1, 5, 15, ·, -13, ·, 1, 4, 4
26) Cc1ccc(S(=O)(=O)c2nc(-c3cccs3)oc2NCCCN(C)C)cc1
    5, -0.6, -2, -6, 5, 3, 3, -2, -5, -1
27) O=C(COC(=O)C1CCN(S(=O)(=O)c2cccc3cccnc23)CC1)c1ccc(F)cc1
    8, 0.0, 5, 2, -11, -3, -2, 7, -1, 2
28) O=c1cc(CN2CCN(S(=O)(=O)c3ccc4c(c3)OCCO4)CC2)c2ccc(O)cc2o1
    5, -0.4, 6, 8, 15, -12, 0, -7, -1, -231
29) Cc1[nH]c(C)c(S(=O)(=O)N2CCN(c3ccccc3F)CC2)c1C(=O)N1CCCCC1
    8, 0.0, 3, 0, 8, -1, 6, -2, -1, 15
30) COc1cc2ccccc2cc1C(=O)OCC(=O)c1c(N)n(C)c(=O)n(C)c1=O
    9, 0.5, -6, -4, ·, -2, ·, -6, -9, -24

# An excerpt of these results, in transposed form.
18: CC1(C)CC(Cc2nc(=S)[nH][nH]2)C(=O)O1 (centres undefined)
19: CC(C)Oc1cc(-n2c(=S)[nH]c3ccccc3c2=O)c(Cl)cc1Cl
20: O=C(O)C1C2C=CC(C2)C1C(=O)Nc1ccc(C(=O)N2CCCCC2)cc1 (centres undefined)
21: N#Cc1c(/N=C/c2ccco2)oc(-c2ccccc2)c1-c1ccccc1
22: COCCNC(=O)C(c1ccc(C)cc1)N(C(=O)CCC(=O)Nc1ccccn1)c1ccc(C)cc1 (centres undefined)

screen / no.,18,19,20,21,22
MazF activator,11,0,10,-5,-6
BoNT A protease,0.3,0.0,-0.4,-1.1,-1.7
PrPC surface inh,-8,-5,4,-8,1
BoNT-F LC inh,-2,1,-4,-5,-2
DUSP3 inh,12,23,-20,-5,2
SSB-PriA inh,-7,0,-3,·,4
SARS 3CLpro inh,-5,5,-2,3,2
Anthrax LF prot,-4,0,-4,-3,-1
Rv3671c inh,0,-8,-3,2,-4
CCHF vOTU inh,26,8,-6,1,4

# Further records
# Under each structure: MazF activator, BoNT A protease, PrPC surface inh, BoNT-F LC inh, DUSP3 inh, SSB-PriA inh, SARS 3CLpro inh, Anthrax LF prot, Rv3671c inh, CCHF vOTU inh
31) CC(C)c1ccc(N(CC(=O)NN=C2CCN(C)CC2)S(=O)(=O)c2ccccc2)cc1
    -3, -1.1, -6, -12, 20, -15, 0, 1, -11, 8
32) COc1cc(OC)cc(C(=O)Nc2ccc(Br)cc2C(=O)c2ccccc2)c1
    4, -0.4, -2, -4, 37, -3&-6, 2, 1, -9, -16
33) NS(=O)(=O)c1ccc(CCNC(=O)C2CCN(S(=O)(=O)c3ccccc3)CC2)cc1
    2, 0.3, -7, 1, -2, 9, 1, 3, 0, 5
34) Cc1ccccc1C(=O)NC(NCc1ccco1)C(Cl)(Cl)Cl (centres undefined)
    2, 3.4, 0, 2, 21, -10, -2, -4, 5, 22
35) O=C(/C=C/c1ccc(Cl)cc1)NC(=S)Nc1ccc(N2CCOCC2)c(Cl)c1
    -1, 0.6, -3, 0, 14, -2, 4, -3, -26, -4
36) O=C(Cc1cccs1)N[C@@H]1c2ccccc2CC[C@H]1OCc1ccccc1
    0, -0.1, 4, 4, ·, -8, ·, 10, ·, 15
37) c1ccc2c(c1)oc1c(NCCN3CCOCC3)ncnc12
    -6, -0.8, 5, -4, 39, 6, -6, -1, -5, 2
38) COc1ccc(N2CC(C(=O)Nc3nnc(C4CCCCC4)s3)CC2=O)cc1 (centres undefined)
    8, -4.5, -2, -15, -11, -3, 1, 5, -2, 30*
39) COCCCNC(=O)C1CCN(C(=O)c2oc3cc4sc(N(C)C)nc4cc3c2C)CC1
    6, -1.5, -10, 0, 0, 8, 3, -3, -9, -4
40) O=C(COC(=O)c1c(F)cccc1Cl)NCC1CCCCC1
    -6, -0.3, 0, 4, ·, -14, ·, -6, -5, 12
41) Cc1ccc2cc(CN(CCCN(C)C)C(=O)NCc3ccccc3)c(=O)[nH]c2c1C
    7, 0.1, 8, 2, 14, -18, -1, 0, 1, 4
42) Cc1ccc(Cl)c(NC(=O)COC(=O)c2nn(-c3ccccc3)cc2O)c1Cl
    0, -0.3, 5, -1, ·, -15, ·, -6, -18, 2
43) CC(=O)c1ccc(NC(=O)N2CCc3ccccc3C2)cc1
    -2, -0.3, 5, -6, 24, 5, 0, -6, -12, 3
44) O[C@@H]1CN(CC2CCCCC2)[C@@H](c2ccccc2)C[C@H]1n1cc(-c2ccc(F)cc2)nn1
    -22, -1.3, -4, 0, ·, ·, ·, -3, ·, 9
45) S=C(Nc1ccccc1)N1CCCCCCC1
    -1, -1.2, 14, 1, 16, -9, 3, -4, 7, -10
46) CC(C)Cc1nc(SCC(=O)N2CCOCC2)c2c(=O)n(C)c(=O)n(C)c2n1
    -7, -2.9, -2, 0, 23, 1&-26, 5, -1, -1, -10
47) C#CCSc1nc(-c2cccs2)ccc1C#N
    15, 1.0, -4, 0, 5, -10, 4, -6, 3, -1
48) O=C(Nc1ccc(F)c(Cl)c1)c1cncs1
    1, -1.2, 11, -5, ·, -1, -1, -6, 0, -12
49) CC(=O)CN1C(=O)NC(c2ccccc2)(c2ccccc2)C1=O
    17, -1.4, 5, -2, -8, -3, -2, 5, -1, 2
50) COc1ccc(S(=O)(=O)N2CC(O)CC2C(=O)OCC(=O)Nc2ccc(Cl)cn2)cc1 (centres undefined)
    2, -0.2, -1, -16, 14, 7, 1, 2, -4, 2
51) Cn1c(=O)c2c(nc(NC3CCCC3)n2C)n(C)c1=O
    -7, -2.2, 0, 15, 21, -7, -5, -3, 8, -8
52) COc1cccc2c1OCC(C(=O)O)C2 (centres undefined)
    5, -0.9, 4, 0, 2, -14, -1, 8, -4, 7
53) CCC(C)(C)n1nnnc1C(c1ccc(C)cc1)N1CCCC1 (centres undefined)
    -7, -0.9, 7, -12, 9, -4, -5, -5, -2, 8
54) CC1=C(c2ccc(C(C)C)cc2)S(=O)(=O)N=C1N1CCN(C(=O)c2ccco2)CC1
    9, 0.3, -8, 0, 10, -2, -2, 0, 0, 15
55) Cc1csc(NC(=O)c2cc3ccccc3o2)n1
    -3, 0.6, -2, -5, ·, -11, ·, 3, 6, 12
56) COc1ccc(C(=O)N(CCCO)C(C)C(=O)NC2CCCCC2)cc1OC (centres undefined)
    5, ?, -6, 4, 14, 5, 2, 1, 4, 9
57) Cc1ccc(Cn2cccc(NC(=O)NC3CCCCC3)c2=O)cc1
    5, -0.3, 21, 2, 36, -8, -3, 0, -3, 1
58) COc1cc(NC(=O)C(C)Oc2ccccc2)ccc1NC(=O)COc1ccccc1 (centres undefined)
    6, 1.2, 1, 2, 18, -15, -1, -3, -7, -7

# Part of the list above in order of heavy-atom count, smallest number first:
# Under each structure: MazF activator, BoNT A protease, PrPC surface inh, BoNT-F LC inh, DUSP3 inh, SSB-PriA inh, SARS 3CLpro inh, Anthrax LF prot, Rv3671c inh, CCHF vOTU inh
40) O=C(COC(=O)c1c(F)cccc1Cl)NCC1CCCCC1
    -6, -0.3, 0, 4, ·, -14, ·, -6, -5, 12
16) Cc1ccc(S(=O)(=O)N2CCCCC2)cc1NC(=O)C1CCC1
    11, -0.6, 9, -7, ·, -16, ·, -1, -2, 6
32) COc1cc(OC)cc(C(=O)Nc2ccc(Br)cc2C(=O)c2ccccc2)c1
    4, -0.4, -2, -4, 37, -3&-6, 2, 1, -9, -16
41) Cc1ccc2cc(CN(CCCN(C)C)C(=O)NCc3ccccc3)c(=O)[nH]c2c1C
    7, 0.1, 8, 2, 14, -18, -1, 0, 1, 4
39) COCCCNC(=O)C1CCN(C(=O)c2oc3cc4sc(N(C)C)nc4cc3c2C)CC1
    6, -1.5, -10, 0, 0, 8, 3, -3, -9, -4

# Screening results: PubChem BioAssay, several laboratories
